Vif-A3F inh: inhibitors of Vif-A3F interaction; HeLa A3F-eYFP + Vif (tagged APOBEC3F with the HIV-1 protein that degrades it), YFP fluorescence increase; Potency, µM (top dose mostly 46.1 µM), inactives show at the top dose activity, negative = active; actives 0.2% (n = 390,000); AID 602313; further: potency means the concentration at half of the fitted maximal effect; % of control where 0% means no effect; nearly all actives have a fitted effect of over 65% in size
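Fluorescence increase (Ex 488/Em 500-530) after overnight compound treatment at 37 deg C flags inhibition of Vif-driven A3F-eYFP loss in stable HeLa A3F-eYFP/Vif cells seeded overnight beforehand.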
D1 PAM: human D1 dopamine receptor positive modulation; potentiation, % at 10 µM; HEK293 TREx D1 cells, calcium flux, dopamine EC20 potentiation; P21728; actives 0.036% (n = 360,000); in the data active means potentiation above about 30%; further: 0% is about no effect
Target sequence (P21728 whole entry, looked up): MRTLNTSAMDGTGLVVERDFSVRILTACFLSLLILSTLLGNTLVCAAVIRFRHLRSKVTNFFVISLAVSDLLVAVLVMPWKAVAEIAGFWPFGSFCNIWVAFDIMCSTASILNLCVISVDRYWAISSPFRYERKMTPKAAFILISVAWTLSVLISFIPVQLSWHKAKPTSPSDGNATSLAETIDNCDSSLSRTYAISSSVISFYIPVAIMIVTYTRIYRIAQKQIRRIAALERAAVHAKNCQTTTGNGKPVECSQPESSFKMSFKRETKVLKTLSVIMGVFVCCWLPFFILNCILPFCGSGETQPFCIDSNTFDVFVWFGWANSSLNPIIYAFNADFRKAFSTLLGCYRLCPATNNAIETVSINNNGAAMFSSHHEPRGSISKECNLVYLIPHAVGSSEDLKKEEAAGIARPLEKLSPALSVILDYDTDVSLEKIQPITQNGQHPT
RXFP1 antag: blocks the human relaxin receptor RXFP1; Q9HBX9; HEK293-RXFP1, relaxin-stimulated cAMP HTRF, 30 min; active compounds read low; activity change, negative = inhibition, % at 57.5 µM; actives 0.59% (n = 350,000); AID 1259400;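 active means activity change of -60% or lower, but not beyond a set lower limit; inconclusive means change between -60% and -40%, or beyond the set limit; inactive means change above -40%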; further: on the % scale 0 is the no-effect control and ±100 the full control effect
RXFP1 agonist: RXFP1 (human) receptor agonism | Q9HBX9 | HEK293T-RXFP1 cAMP TR-FRET, 30 min; response scale: percent of porcine relaxin response, buffer zero | Potency, µM (highest dose often 57.5 µM), for inactives: at the highest dose activation, actives largely listed as activators | actives 0.3% (n = 370,000); further: potency means the concentration at half of the fitted maximal effect; on the % scale 0 is the no-effect control and ±100 the full control effect; nearly all actives have a fitted effect of over 60% in size; many of its hits are not listed in these tables
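HEK293T cells stably expressing RXFP1 were pretreated with the PDE4 inhibitor Ro 20174, exposed to compounds for 30 min at 37C, lysed, and cAMP was read by TR-FRET. Data normalized to buffer (basal) and 29 nM porcine relaxin (100%).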
Vif-A3G inh: Vif-A3G binding inhibition; Q9HC16; HeLa A3G-eYFP + Vif (tagged APOBEC3G with the HIV-1 protein that degrades it), YFP fluorescence, overnight; Potency, µM (doses to about 46.1 µM), inactives show top-dose activity, negative = active, actives largely listed as inhibitors; actives 0.076% (n = 410,000); AID 602310;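 further: potency means the concentration at half of the fitted maximal effect; on the % scale 0 is the no-effect control and ±100 the full control effect; nearly all actives have a fitted effect of over 60% in size; hits raise eYFP signal because A3G escapes Vif-driven loss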
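Read-out is eYFP fluorescence (Ex 488/Em 500-530) from Vif-expressing HeLa A3G-eYFP cells; more signal means A3G escaped Vif-mediated degradation. Cells plated overnight, compound pinned in, incubated overnight at 37 deg C.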
D1 ag: activates the human D1 dopamine receptor; P21728; HEK293 T-REx D1 cells, calcium flux, agonist mode; activation, % at 2 µM; actives 1% (n = 360,000); AID 504660; in the data active means activation above about 30%; further: 0% is about no effect
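Inducible HEK293 T-REx D1 cells, force-coupled to calcium signalling, were plated at 4000 cells/well with tetracycline and held overnight at 30 C. After no-wash calcium dye loading, compound-evoked calcium rise over 180 s flagged agonists.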
D1 antagonist: antagonists of human D1 dopamine receptor. HEK293 TREx D1 cells, calcium flux, dopamine EC80; active compounds read low. actives 3.2% (n = 360,000). P21728. activity change, negative = inhibition, % at 10 µM; in the data active means activity change below about -30%; further: on the % scale 0 is the no-effect control and ±100 the full control effect
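Allosteric or orthosteric antagonism assessed as attenuation of the calcium response to EC80 dopamine, added 180 s after compound, in induced HEK293 Trex D1 cells loaded with no-wash calcium dye.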
D2 potentiator: D2 dopamine receptor (human) potentiation; P14416; HEK293 T-REx D2, calcium flux, EC20 dopamine potentiation; potentiation, % at 10 µM; actives 0.34% (n = 340,000); AID 485347;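 active means potentiation over 3 SD above the plate norm, cut at about 30% in these data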; further: 0% is about no effect
Target sequence (P14416 whole entry, looked up): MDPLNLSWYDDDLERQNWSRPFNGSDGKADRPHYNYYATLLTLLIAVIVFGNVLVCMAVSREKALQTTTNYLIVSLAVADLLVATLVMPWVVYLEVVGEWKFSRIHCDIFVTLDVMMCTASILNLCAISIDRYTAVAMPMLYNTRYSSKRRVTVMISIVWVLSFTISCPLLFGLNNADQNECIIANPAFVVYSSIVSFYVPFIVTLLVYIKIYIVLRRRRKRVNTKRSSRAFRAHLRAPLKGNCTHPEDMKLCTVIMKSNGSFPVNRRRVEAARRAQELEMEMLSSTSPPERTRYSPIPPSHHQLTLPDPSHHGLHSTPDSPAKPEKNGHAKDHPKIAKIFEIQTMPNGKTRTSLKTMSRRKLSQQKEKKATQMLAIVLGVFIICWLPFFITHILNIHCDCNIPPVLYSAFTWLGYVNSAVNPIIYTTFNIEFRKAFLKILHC
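Calcium flux readout, no-wash dye, 1 read/s. Inducible HEK293 Trex D2 line, overnight 30 C. Compound alone 180 s (agonist flags), then EC20 dopamine, another 180 s to score potentiation.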
GRP78 ERSR act: ER stress response induction in glioma; U87-MG GRP78 promoter luciferase reporter, 16 h; Potency, µM, for the others: at the highest dose activation, hits mostly activators; actives 0.02% (n = 420,000); further: potency means the concentration at half of the fitted maximal effect; series mostly up to about 76 µM; % of control where 0% means no effect; nearly all actives have a fitted effect of over 35% in size
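Stably transfected U87-MG human glioma cells carrying a GRP78-based luminescent sensor were seeded at 1000 cells/well, pin-dosed with compounds and incubated 16 h. Luciferase reagent was then added, and end-point luminescence was read after 10 min at room temperature.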
Starred values were filed as active, the others as inactive; ? = inconclusive; nt = no result given; & = joins results of further samples. Unless noted, the call rests on the fitted dose curve; in most records, active means well fitted curve in the direction sought with a large enough effect; inconclusive means small, poorly fitted or top-dose-only effect, or another doubt; inactive means no such curve, though single readings can be large; an effect the other way counts as inactive or inconclusive. The list is partial; the hit share may differ from the screen's.

Start of the data: the first 2 entries, to show the layout:
Below each compound – D1 PAM, GRP78 ERSR act, Vif-A3F inh, D1 antagonist, D2 potentiator, RXFP1 antag, Vif-A3G inh, D1 ag, RXFP1 agonist
> COc1ccc(/C=N/NC(=O)c2cc(C34CC5CC(CC(C5)C3)C4)[nH]n2)cc1OC
→ 3.0, -4.2%, 0.9%, -0.3, 17.6, -1.2, -0.4%, 2.1, 3.4%
> COc1ccc2nc(NC(=O)/C=C/c3ccc4c(c3)OCO4)sc2c1
→ -5.3, nt, nt, -0.2, -0.2, nt, nt, 1.0, -1.6%

All compounds of this part, from the first entry:
Below each compound – D1 PAM, GRP78 ERSR act, Vif-A3F inh, D1 antagonist, D2 potentiator, RXFP1 antag, Vif-A3G inh, D1 ag, RXFP1 agonist
> COc1ccc(/C=N/NC(=O)c2cc(C34CC5CC(CC(C5)C3)C4)[nH]n2)cc1OC
→ 3.0, -4.2%, 0.9%, -0.3, 17.6, -1.2, -0.4%, 2.1, 3.4%
> COc1ccc2nc(NC(=O)/C=C/c3ccc4c(c3)OCO4)sc2c1
→ -5.3, nt, nt, -0.2, -0.2, nt, nt, 1.0, -1.6%
> CN(C)c1ccc(P(=O)(OCc2ccccc2)C(O)c2ccc(Br)cc2)cc1 (configuration not stated)
→ -5.0, 1.6%, -0.9%, 5.6, 5.7, -26.5, 0.6%, 2.4, -2.1%
> O=C(NCC1CCCO1)c1ccc(Br)o1 (configuration not stated)
→ -3.0, -1.6%, 0.3%, nt, 9.5, -20.1, 5.4%, -1.2, -1.1%
> CC1CN(C(=O)c2ccc(CNS(=O)(=O)c3cccc(C(F)(F)F)c3)cc2)CC(C)O1 (configuration not stated)
→ -5.3, -2.7%, 2.7%, 3.2, nt, 10.4, -0.3%, 0.7, 6.8%
> CN(C)CCN(C(=O)c1ccc(S(=O)(=O)N(C)c2ccccc2)cc1)c1nc2cc3c(cc2s1)OCCO3
→ -1.9, 4.1%, 6.4%, -20.7, -0.2, -12.8, 1.2%, 5.1, 4.6%
> Cc1c(NC(=O)CN2CC(C)OC(C)C2)c(=O)n(-c2ccccc2)n1C (configuration not stated)
→ -6.3, -1.1%&-2.4%, -5.6%&2.0%, -4.6, -7.8, -1.8&0.2, 0.2%&-0.2%, 3.0, -0.3%
> COc1ccc(NC(=O)Cn2c(=O)n(-c3ccc(CC(=O)NCc4ccco4)cc3)c(=O)c3ccccc32)cc1
→ 1.6, -1.3%, -1.8%, 6.3, 1.0, 10.5, 1.1%, 4.2, 3.9%
> O=C(NC1CCCC1)C1CC1c1ccccc1 (configuration not stated)
→ -5.2, -3.9%, -5.5%, 3.9, 4.3, 1.4, 0.4%, 2.7, 1.6%
> O=C(NCC1CCCO1)c1cc2c(=O)[nH]c3ccccc3c2s1 (configuration not stated)
→ -4.8, 1.9%, -10.3%, -3.2, 7.0, -1.9, -2.2%, 0.3, 19.2%
> Cc1ccccc1NC(=O)Cc1nc(COC(=O)/C=C/c2ccccc2)cs1
→ -6.5, -0.7%, 3.3%, 0.3, -0.6, -9.0, -5.7%, 13.2, 0.2%
> Cc1ccc(NC(=O)CN(C)C(=O)CSc2nnc(NC(C)C)s2)cc1
→ 5.7, -3.2%, -3.4%, -2.2, 4.9, -11.6, 0.3%, 2.6, -0.3%
> Cc1nc(-c2ccc(F)cc2)sc1CCNC(=O)c1cccs1
→ -3.0, -1.3%, 1.0%, -64.4*, 6.1, -2.0, -2.1%, 10.2, 0.0%
> CCC(=O)N1CCc2cc(Br)cc(S(=O)(=O)N3CCCC(C(=O)Nc4ccc(C(C)C)cc4)C3)c21 (configuration not stated)
→ -1.6, 0.8%, 1.5%, -6.6, 3.7, nt, 3.0%, 2.6, 5.2%
> CCOc1ccc(S(=O)(=O)c2c(C(=O)c3ccc(CC)cc3)cnc3ccc(C)cc23)cc1
→ -1.4, -4.1%, 3.1%, 7.9, -7.8, -8.8, 2.8%, 1.6, 1.7%
> CCOC(=O)N1CCN(C(=O)CCCn2c(=S)[nH]c3ccsc3c2=O)CC1
→ -8.6, -1.7%, 2.7%, 7.0, 6.6, -1.3, -5.4%, 0.4, 19.1%
> CN1CCN(CCCCOc2cccc3ccccc23)CC1
→ 4.1, -1.0%, 17.8%, -6.5, -16.8, -18.8, 0.2%, 3.9, 0.4%
> CCOc1cc(C2C3=C(CC(C)(C)CC3=O)Nc3n[nH]c(C)c32)ccc1O (configuration not stated)
→ -2.2, 1.9%, -6.7%, 1.9, 22.2, 0.5, -0.3%, 5.2, -0.2%
> COc1ccc(NC(=O)C2CCN(S(=O)(=O)c3ccccc3)CC2)cc1
→ -2.9, -0.5%, -1.1%, -12.2, -6.6, -6.2, -8.3%, 9.6, 1.2%
> CC1(C)CC2(CCCN(C(=S)Nc3ccccc3)C2)CCO1 (configuration not stated)
→ -6.7, 1.1%, 5.3%, 12.6, -4.1, 6.7, 1.6%, 1.9, -1.8%
> O=C(NCc1ccccc1)c1ccc2ccccc2n1
→ 0.0, -2.9%, -1.0%, -0.8, 2.8, -3.9, -0.8%, 0.1, 1.0%
> COc1cccc(/C=C/C(=O)N2CCN(S(=O)(=O)c3ccccc3)CC2)c1OC
→ -1.2, 5.9%, 1.4%, 10.6, -7.9, -4.5, 1.5%, -0.7, 1.6%
> COc1ccc(-n2ccnc(SCC(=O)NC3CCCC3)c2=O)cc1
→ -4.1, 0.7%, -4.9%, 8.1, nt, 10.0, -5.1%, 0.6, 22.2%
> O=C(Cn1ccc2ccccc2c1=O)NCCC(=O)N1CCN(C(=O)c2ccco2)CC1
→ nt, -2.0%, -10.9%, nt, nt, 12.4, 1.0%, nt, nt
> CN(C)CCOC(=O)/C(=C/c1cn(C)c2ccccc12)NC(=O)c1ccccc1
→ 12.0, -3.3%, 11.2%, 22.1, -3.2, -3.2, 1.6%, 4.8, -0.9%
> O=C(CNC(=O)C1CC(=O)N(c2cccc3ccccc23)C1)Nc1ccccc1Br (configuration not stated)
→ nt, -4.7%, -3.4%, -13.2, 17.4, -2.1, -8.5%, 3.5, -0.5%
> CCc1nnc2n1N=C(c1ccccc1)CS2
→ -4.8, 8.1%, 0.4%, -5.6, -0.9, -1.9, -3.5%, 1.6, 1.6%
> Cc1nc(-c2cccs2)sc1C(=O)NN
→ -6.8, -5.2%, -11.1%, -4.0, -1.2, -0.7, ?, 1.0, -0.9%
> CSc1nsc(SCC(=O)Nc2ccccn2)n1
→ 1.9, 1.4%, 4.6%, 1.0, 4.0, -16.1, -0.6%, 1.9, 0.3%
> COc1ccc(CCNS(=O)(=O)c2cn(C)nc2C)cc1
→ -0.8, -1.2%, 0.9%, -4.5, 8.8, 12.5, 0.1%, 2.0, -1.9%
> CCc1ccc(-n2c(=O)c3cccnc3n2CC(=O)NCc2ccccc2)cc1
→ -3.5, 1.7%, 3.7%, 13.2, 0.8, 0.3, 3.1%, 11.3, 1.2%
> CCOC(=O)c1cccc(NC(=O)c2cc(-c3ccc(Cl)s3)nc3ccccc23)c1
→ 0.2, -3.3%, -0.4%, -14.6, 6.9, -2.6, 4.5%, 4.6, 9.1%
> Cc1ccc(C)c(OCCC(=O)OCC(=O)Nc2cc(S(=O)(=O)N3CCCCC3)ccc2C)c1
→ nt, -5.6%, -7.7%, nt, nt, -13.3, -0.3%, nt, nt
> Cc1ccc(-n2ncc3c(NCc4ccccc4)ncnc32)cc1Cl
→ -1.6, 1.2%, 2.5%, -11.6, 4.7, 16.2, -1.9%, 1.8, ?
> O=C(C1CCCN1S(=O)(=O)c1ccc(Cl)cc1)N1CCCCC1 (configuration not stated)
→ -0.1, -5.8%, 4.7%, 15.3, 0.0, -9.0, -0.8%, 1.7, 5.0%
> CCCc1cc2c(=O)n(NC(=O)c3nn(C)cc3[N+](=O)[O-])c(C)nc2s1
→ 0.9, 3.8%, -10.0%, 6.3, 6.0, -1.8, -1.7%, 2.9, 5.8%
> CN(Cc1cc([N+](=O)[O-])ccc1Cl)C(=O)C[n+]1ccccc1
→ 0.8, 0.5%, -0.4%, -0.6, -2.2, -8.4, -10.3%, 2.7, -1.6%
> Cc1cc(Cl)c2oc(C(=O)N(C)CCc3cnn(C)c3)c(C)c2c1
→ 0.0, 1.1%, 2.9%, -8.1, -4.1, -5.7, -4.2%, 2.0, 0.3%
> CC(=O)N1CCC(=NNC(=O)c2cccs2)CC1
→ -6.2, 3.8%, -32.5%, -19.4, -7.1, 5.2, -8.1%, 1.4, -0.2%
> Cc1cccc(-n2nnnc2SCC(=O)NCCN2C(=O)CSC2=O)c1
→ -5.3, -1.0%, -10.0%, -7.5, -2.5, 10.1, 0.9%, 1.0, 3.3%
> O=C(NC1CCCCC1)c1ccc2c(c1)N(Cc1ccc(Cl)cc1)C(=O)c1ccccc1S2=O (configuration not stated)
→ 0.1, -1.5%, 7.8%, -15.6, -0.3, nt, -1.2%, 3.5, 1.0%
> CC(=O)NC(CC(=O)Nc1nccs1)c1ccccc1 (configuration not stated)
→ 3.6, 5.0%, -15.6%, -9.9, -6.5, 4.9, 3.2%, 2.6, -1.0%
> O=c1oc2c3c(ccc2c2ccccc12)OCN(Cc1ccc(Cl)cc1)C3
→ 1.1, -4.0%, 1.6%, 1.0, 4.9, -1.3, 0.1%, 1.7, 24.7%
> COc1ccc(CCNC(=O)C2CCN(Cc3nc(-c4ccc(Cl)cc4)oc3C)CC2)cc1OC
→ nt, -4.2%, -23.6%, nt, nt, -1.9, 7.6%, nt, nt
> CCc1ccc(/C=N/Nc2ncnc3nc[nH]c23)cc1
→ 3.0, -10.2%, 15.4%, 7.1, 8.7, -15.5, 1.6%, 2.6, 0.0%
> O=C(Cn1c(=O)n2nc(-c3ccccc3)nc2c2ccccc21)Nc1ccccc1C(F)(F)F
→ 4.1, -3.7%, -6.0%, 9.4, nt, 14.2, 2.6%, -0.6, 2.2%

High-throughput results deposited in PubChem by National Center for Advancing Translational Sciences (NCATS).
